ANO1 block: blocks the mouse calcium-activated chloride channel TMEM16A. HEK293 TMEM16A/YFP iodide influx fluorescence, ionomycin. normalized B-score (activity score, 25-100; higher = stronger inhibition) at 10 µM. Q8BHY3. AID 588511. 1.2% of 310,000 active;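 active = ratio plate-corrected score three or more library SD toward inhibition, starting fluorescence score within five deviations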;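 also: score derived from kinetic fluorescence span divided by baseline fluorescence per well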
MrgX1 antagonist: blocks BAM8-22 activation of human MrgX1 receptor. Q96LB2. MRGX1-HEK293 calcium flux, Fluo-4, BAM8-22 antagonism; stronger effect = lower value. B-score at 10 µM. 1.3% of 310,000 active;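 active = calcium-response B-score plate-corrected more than 3 library SD below zero, starting fluorescence within 5 deviations, no agonist response on first addition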;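 also: peak minus trough fluorescence over baseline after final BAM8-22 challenge near maximal dose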
RGS4 inh: human RGS4 inhibition. P49798. HEK293 M3R/RGS4 inducible, Fluo-4 calcium flux; stronger effect = higher value; triggered by carbachol at its EC20. B-score at 10 µM. 0.45% of 310,000 active. AID 463165;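 active = B-score, a plate-corrected calcium signal, over three deviations above library mean, with baseline fluorescence within five deviations of library mean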;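 also: RGS4 expression induced by doxycycline in cells with stable M3 receptor; B-score is computed from the integrated fluorescence ratio over baseline after carbachol; higher B-score means a larger calcium signal and so more RGS4 inhibition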
TMEM16A act: mouse TMEM16A channel activation, primary screen | Q8BHY3 | HEK293 TMEM16A/YFP-H148Q/I152L, iodide quench fluorescence; stronger effect = lower value | B-score at 10 µM | 0.3% of 340,000 active | AID 623877;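 active = fluorescence-ratio B-score plate-corrected deviation score at least 3 library SD below zero, with starting fluorescence score within 5 deviations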;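 also: channel opened by trigger with iodide after compound preincubation; score built on the fluorescence ratio of max minus min over baseline; more negative score means more quench and so TMEM16A activation or potentiation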
TRPC4 inh: blocks the mouse TRPC4 cation channel | 0.39% of 300,000 active | B-score at 10 µM | Q9QUQ5 | HEK293 TRPC4beta/mu-opioid, DAMGO-evoked Fluo4 calcium flux; stronger effect = lower value;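 active = B-score over 3 SD under the library average, no early fluorescence shift, positive overall ratio signal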
Target sequence (Q9QUQ5 whole entry, looked up): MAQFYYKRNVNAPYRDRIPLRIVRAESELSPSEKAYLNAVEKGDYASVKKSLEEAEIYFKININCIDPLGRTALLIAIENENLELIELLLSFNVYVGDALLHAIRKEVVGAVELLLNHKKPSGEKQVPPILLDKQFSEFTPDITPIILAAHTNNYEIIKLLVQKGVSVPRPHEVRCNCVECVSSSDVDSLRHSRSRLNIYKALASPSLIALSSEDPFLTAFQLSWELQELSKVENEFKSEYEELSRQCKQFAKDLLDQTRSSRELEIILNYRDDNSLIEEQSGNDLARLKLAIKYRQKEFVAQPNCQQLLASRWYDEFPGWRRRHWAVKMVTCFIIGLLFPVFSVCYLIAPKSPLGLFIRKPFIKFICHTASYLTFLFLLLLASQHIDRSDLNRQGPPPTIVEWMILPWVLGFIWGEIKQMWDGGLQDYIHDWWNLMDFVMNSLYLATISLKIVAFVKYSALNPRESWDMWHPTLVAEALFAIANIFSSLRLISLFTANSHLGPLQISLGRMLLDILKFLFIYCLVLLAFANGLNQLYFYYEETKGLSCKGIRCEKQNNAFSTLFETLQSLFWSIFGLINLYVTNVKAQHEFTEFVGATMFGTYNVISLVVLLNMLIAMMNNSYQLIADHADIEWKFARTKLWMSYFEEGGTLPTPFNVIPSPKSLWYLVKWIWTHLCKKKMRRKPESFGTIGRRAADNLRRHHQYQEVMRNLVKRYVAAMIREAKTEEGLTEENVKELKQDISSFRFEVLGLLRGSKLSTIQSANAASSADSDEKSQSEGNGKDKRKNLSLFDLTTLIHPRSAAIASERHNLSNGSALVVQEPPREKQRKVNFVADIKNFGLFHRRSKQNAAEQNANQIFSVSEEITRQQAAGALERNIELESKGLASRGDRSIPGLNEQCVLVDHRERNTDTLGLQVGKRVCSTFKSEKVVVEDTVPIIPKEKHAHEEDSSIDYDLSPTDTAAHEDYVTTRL
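Signal: kinetic Fluo4 fluorescence imaging of calcium influx. Material: stable TRPC4beta/mu-opioid receptor HEK293 cells. Probe or stimulus: DAMGO in two steps, submaximal then maximal.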
TRPC6 activator: activates the mouse TRPC6 cation channel; B-score at 10 µM; 0.13% of 310,000 active; HEK293-TRPC6 membrane potential dye fluorescence; stronger effect = higher value; Q61143;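 active = B-score of the integrated fluorescence ratio above library mean plus 3 SD, and starting fluorescence ratio within library mean plus 5 SD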;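 also: higher score means more depolarization so channel activation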
MrgX1 PAM: human MrgX1 positive allosteric modulation, primary screen; MrgX1-HEK293, Fluo-4 calcium flux, FDSS; stronger effect = higher value; B-score at 10 µM; 0.63% of 310,000 active; AID 588675;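 active = plate-corrected calcium response at least 3 library SD above typical, normal starting fluorescence, not activating the receptor alone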;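 also: compound read alongside a low EC10 to EC30 dose of BAM8-22 agonist; peak minus trough fluorescence over baseline measured at the second addition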
MrgX1 ag: activates human MrgX1 receptor signaling | MrgX1-HEK293 cells, Fluo-4 calcium fluorescence, agonist mode; stronger effect = higher value | 0.44% of 310,000 active | B-score at 10 µM;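 active = calcium response B-score plate-corrected fluorescence ratio at least 3 library SD, with starting fluorescence B-score inside 5 SD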
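System: HEK293 cells stably expressing human MrgX1 receptor; Dosing: test compound in the initial addition of three; Schedule: overnight plating, then 30 min 37 °C plus 30 min room-temperature dye loading; Detection: kinetic calcium dye fluorescence, Fluo-4 NW; Controls: per-plate positive and negative controls for Z′ factor.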
TRPC4 PAM: allosterically enhances the mouse TRPC4 cation channel; HEK293 TRPC4beta/mu-opioid, DAMGO EC20, Fluo-4 Ca2+ flux; stronger effect = higher value; B-score at 10 µM; 0.42% of 310,000 active; Q9QUQ5; AID 2227;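 active = B-score of calcium response area above 5 SD of library B-scores, with initial fluorescence ratio within 5 SD of library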;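 also: B-score of integrated fluorescence ratio over time as area under calcium response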
TRPC4 agonist: TRPC4 (mouse) channel activation; 0.49% of 310,000 active; B-score at 10 µM; HEK293 TRPC4beta/mu-opioid, Fluo4 calcium fluorescence; stronger effect = higher value; Q9QUQ5;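 active = B-score above 5 SD of library B-scores, and initial fluorescence ratio not above library mean plus 5 SD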;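 also: positive B-score marks a calcium rise read as TRPC4 activation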
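Assay system: HEK293 stable line with TRPC4beta plus mu-opioid receptor; schedule: 45 min room-temperature Fluo4 loading, 110 s read; technique: kinetic Fluo4 calcium fluorescence; evaluation: integrated baseline-normalised fluorescence ratio, converted to per-well B score; controls: buffer (low) and maximal DAMGO (high)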
TRPC6 inhibitor: mouse TRPC6 channel inhibition. Q61143. HEK293-TRPC6, membrane potential dye, ACh-evoked depolarization; stronger effect = lower value. B-score at 10 µM. 1.1% of 310,000 active. AID 2553;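 active = B-score under library mean minus 3 SD, initial fluorescence not abnormally high, positive integrated signal ratio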;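 also: B-score derived from integrated fluorescence ratio over the kinetic read; more negative B-score means stronger inhibition of depolarization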
* hit, by the source's call; i = inactive; / = no result given.

SMILES	ANO1 block	MrgX1 antagonist	RGS4 inh	TMEM16A act	TRPC4 inh	TRPC6 activator	MrgX1 PAM	MrgX1 ag	TRPC4 PAM	TRPC4 agonist	TRPC6 inhibitor
CC(C)(C)c1ccc(OCC(=O)NNC(=O)Cc2cccs2)cc1	i	i	i	i	i	i	i	i	i	i	i
Cc1cc(=O)[nH]c(N/N=C/c2ccc(-c3ccc([N+](=O)[O-])cc3)o2)n1	i	i	i	i	i	i	i	i	i	i	i
Cc1cccc(C)c1NC(=O)CSc1nnc(NC(=O)C2CC2)s1	i	i	i	i	i	i	i	i	i	i	i
COCCN1Cc2cccc(C(=O)Nc3ccc(S(=O)(=O)N4CCCCC4)cc3)c2C1=O	i	i	i	i	i	i	i	i	i	i	i
Cc1cc(NC(=O)Cn2nc(-c3cccs3)ccc2=O)cc(C)c1Br	i	i	i	i	i	i	i	i	i	i	i
O=c1[nH]ncn1-c1ccccc1	i	i	i	i	i	i	i	i	i	i	i
Cc1[nH]c2ccccc2c1C(=O)COC(=O)c1c(-c2ccccc2Cl)noc1C	i	i	i	i	i	i	i	i	i	i	i
CCCNC(=S)Nc1ccc(Oc2ccccc2)cc1	i	i	i	i	i	i	i	i	i	i	i
CCCNS(=O)(=O)c1ccc(CCC(=O)NCc2cccnc2)cc1	i	i	i	i	i	i	i	i	i	i	i
Cc1cc(C)cc(Nc2c(F)c(F)c(F)c(F)c2C(=O)O)c1	i	i	i	i	i	i	i	i	i	i	i
COC(=O)c1cc(-c2ccc(S(=O)(=O)N3CCCCC3)cc2)c(C(F)(F)F)s1	i	i	i	i	i	i	i	i	i	i	i
O=C(/C=C\c1ccco1)Nc1nc(-c2ccccc2)cs1	i	i	i	i	i	i	i	i	i	i	i
CCOC(=O)c1c(NC(=O)CSc2c[nH]c3ccccc23)sc2c1CCC2	i	i	i	i	i	i	i	i	i	i	i
O=C(CN1CCCCC1)N=Nc1c(O)[nH]c2ccccc12	i	i	i	i	-8*	i	i	i	i	i	i
Cc1ccc(NC(=O)N2CCCC2C(=O)NCCc2ccccc2)cc1 (stereo not given)	/	/	i	i	-6*	i	/	/	i	i	i
COc1cccc(N=Cc2c(O)n(-c3cccc(C)n3)c(=O)c3ccccc23)c1	i	i	i	i	i	i	i	i	i	i	i
CCCc1cc(C(=O)Nc2ccc(F)c(Cl)c2)no1	i	i	i	i	i	i	i	i	i	i	i
COc1cccc(CC2(CO)CCCN(Cc3ccc(C)s3)C2)c1 (stereo not given)	i	i	i	i	i	i	i	i	i	i	i
CC(NCc1ccc(-c2ccccc2)cc1)C(O)c1ccccc1 (stereo not given)	i	i	i	i	i	i	i	i	i	i	i
CC(C)(Oc1ccc(Br)cc1Cl)C(=O)Nc1ccon1	i	i	i	i	i	i	i	i	i	i	i
c1ccc(Cc2noc(CN3CCN(C4CCc5ccccc5C4)CC3)n2)cc1 (stereo not given)	i	i	i	i	i	i	i	i	i	i	i
CCCCOCCCNS(=O)(=O)Cc1ccccc1	i	i	i	i	i	i	i	i	i	i	i
CCCCCCCC(=O)NNC(=O)c1ccc([N+](=O)[O-])cc1	i	i	i	i	i	i	7.03*	i	i	i	i
COc1ccc(NC(=O)CN(C)C(=O)c2cc(-c3ccccc3)nc3ccccc23)cc1	i	i	i	i	i	i	i	i	i	i	i
O=C(O)c1ccc(N/N=C/c2cn(Cc3ccc(F)cc3)c3ccccc23)cc1	i	i	i	i	i	i	i	i	i	i	i

Other entries follow.
SMILES	ANO1 block	MrgX1 antagonist	RGS4 inh	TMEM16A act	TRPC4 inh	TRPC6 activator	MrgX1 PAM	MrgX1 ag	TRPC4 PAM	TRPC4 agonist	TRPC6 inhibitor
COc1ccc(-c2csc(NC(=O)c3ccoc3C)n2)cc1	i	i	i	i	i	i	i	i	i	i	i
CCOC(=O)Cc1cc(=O)[nH]c(/N=C(\N)Nc2ccc(OC)cc2)n1	i	i	i	i	i	i	i	i	i	i	i
O=C1CC(SCc2nc3ccccc3[nH]2)C(=O)N1c1cccc(Cl)c1 (stereo not given)	i	i	i	i	i	i	i	i	i	i	i
O=C(CCN1CCN(c2ccccc2F)CC1)Nc1ccc2c(c1)OCO2	i	i	i	i	i	i	i	i	i	i	i
CCC(C)NC(=O)C1CCN(S(=O)(=O)N2CCCC2)CC1 (stereo not given)	i	i	i	i	i	i	i	i	i	i	i
CCOC(=O)C1=C(C)NC(C)=C(C(=O)OCC)C1C	i	i	i	i	i	i	i	i	i	i	i
CCCCn1nnnc1SCC(=O)Nc1cccc(C)c1	i	i	i	i	i	i	i	i	i	i	i
O=Cc1ccc(Oc2ncccn2)cc1	i	i	i	i	i	i	i	i	i	i	i
Oc1nc(Nc2ccc(Cl)cc2Cl)sc1/C=C1\C=Nc2ccccc21	i	i	5.73*	i	i	i	i	i	i	i	i
CCn1cc(CN2CCN(Cc3cccc(OC)c3)C(CCO)C2)c(C)n1 (stereo not given)	i	i	i	i	i	i	i	i	i	i	i
COC(=O)COc1cccc(NC(=O)c2ccc(Cl)cc2)c1	i	i	i	i	i	i	i	i	i	i	i
CSc1ccccc1NC(=O)c1cc(-c2ccco2)on1	i	i	i	i	i	i	i	i	i	i	i
COc1ccccc1NC(=O)CSc1nnc2ccc(-c3ccccn3)nn12	i	i	i	i	i	i	i	i	i	i	i
COC(=O)c1ccc(CO/N=C/c2ccc(OC)cc2)o1	i	i	i	i	i	i	i	i	i	i	i
COCCCn1c(SCC(=O)c2ccccc2)nc2ccccc2c1=O	i	i	i	i	i	i	i	i	i	i	i
O=c1c(C=Nc2cccc(C(F)(F)F)c2)c[nH]n1-c1cccc(Cl)n1	i	i	i	i	i	i	i	i	i	i	i
CC(=O)NS(=O)(=O)c1ccc(NC(=O)/C=C/c2cn(-c3ccccc3)nc2-c2ccccc2)cc1	i	i	i	i	i	i	i	i	i	i	i
COc1cccc(C2CCCCN(C)C2=O)c1 (stereo not given)	i	i	i	i	i	i	i	i	i	i	i
Nc1c(Cl)cc(C2=NCCn3nc4cc([N+](=O)[O-])ccc4c32)cc1Cl	i	i	/	i	/	/	i	i	/	/	/
CCOc1ccc(Nc2nc3c(c(=O)[nH]2)CCC3)cc1	i	i	i	i	i	i	i	i	i	i	i
Cc1ccc(S(=O)(=O)CC(=O)N2CCCCCC2)cc1	i	i	i	i	i	i	i	i	i	i	i
c1ccc(Cc2ccc(OCCN3CCOCC3)cc2)cc1	i	i	i	i	i	i	i	i	i	i	i
CCn1cc(C(=O)OCC(=O)c2cc(C)n(-c3cccc(C(F)(F)F)c3)c2C)c(=O)c2ccc(C)nc21	i	i	i	i	i	i	i	i	i	i	i
CC(C)(C)NC(=O)/C=C/c1cccc(C(F)(F)F)c1	i	i	i	i	i	i	i	i	i	i	i
C=CCOC(=O)CSCC(NC(=O)OC(C)(C)C)C(=O)OCC (stereo not given)	i	i	i	i	i	i	i	i	i	i	i

Continuation.
SMILES	ANO1 block	MrgX1 antagonist	RGS4 inh	TMEM16A act	TRPC4 inh	TRPC6 activator	MrgX1 PAM	MrgX1 ag	TRPC4 PAM	TRPC4 agonist	TRPC6 inhibitor
O=C(COC(=O)c1cccc([N+](=O)[O-])c1)c1ccc(OCc2ccccc2)cc1	i	i	i	i	i	i	i	i	i	i	i
CN(C1(C)CCS(=O)(=O)C1)S(=O)(=O)c1cccc([N+](=O)[O-])c1 (stereo not given)	i	i	i	i	i	i	i	i	i	i	i
Cc1ccc(C)c(N2CCN(C(=O)c3ccc(Cn4c(=S)[nH]c5ccc(N6CCOCC6)cc5c4=O)cc3)CC2)c1	i	i	i	i	i	i	i	i	i	i	i
CCn1cc(S(=O)(=O)c2ccccc2)c(=O)c2cc(F)c(N3CCN(C)CC3)cc21	i	i	i	i	i	i	i	i	i	i	i
COc1ccccc1C(=O)N/C(=C/c1ccc2c(c1)OCO2)C(=O)Nc1cccc(C(=O)O)c1	i	i	i	i	i	i	i	i	i	i	i
O=C(CSCc1ccc([N+](=O)[O-])cc1)Nc1ccc(S(=O)(=O)N2CCCCCC2)cc1	i	i	i	i	i	i	i	i	i	i	i
CCOc1ccc(S(=O)(=O)N2CCCCC2)cc1NC(=O)CN1C(=O)NC(C)(c2ccccc2)C1=O (stereo not given)	i	i	i	i	i	i	i	i	i	i	i
Cn1c(=O)c2cn(-c3ccc4c(c3)OCCO4)cc2n(C)c1=O	i	i	i	i	i	i	i	i	i	i	i
Cc1ccc(NC2CC(=O)N(Cc3ccccc3)C2=O)cc1 (stereo not given)	i	i	i	i	i	i	i	i	i	i	i
COc1ccccc1C1CC(c2c(-c3ccccc3)c3cc(Cl)ccc3[nH]c2=O)=NN1S(C)(=O)=O (stereo not given)	i	i	/	i	/	/	i	i	/	/	/
CC/C(C)=N\Nc1nc(-c2cc3cc(OC)ccc3oc2=O)cs1	i	i	i	i	i	i	i	i	i	i	i
O=C(N/N=C/c1c[nH]c2ccccc12)c1cc(-c2ccccc2)n[nH]1	i	i	i	i	i	i	i	i	i	i	i
N#Cc1c(-c2ccccc2)nc(SCc2nc(N)nc(N3CCCCC3)n2)[nH]c1=O	i	i	i	i	i	i	i	i	i	i	i
COc1ccc(CCN=C(N)NS(=O)(=O)c2ccc(OC)cc2)cc1	i	i	i	i	i	i	i	i	i	i	i
N#Cc1cc(-c2ccccc2)cnc1Sc1ccccc1	i	i	i	i	i	i	i	i	i	i	i
COc1ccc(C(=O)Oc2cc(C)[nH]c(=O)c2[N+](=O)[O-])c(OC)c1	i	i	i	i	i	i	i	i	i	i	i
CC(=O)Oc1cccc2c1C(=O)c1c(OC(C)=O)cc(C(=O)O)cc1C2=O	i	i	i	i	i	i	i	i	i	i	i
CCC(C)C(=O)Nc1ccc(OC)cc1OC (stereo not given)	i	i	i	i	i	i	i	i	i	i	i
CCn1cc(C(=O)N(C)CC(OC)OC)c(=O)c2cc(S(=O)(=O)N3CCOCC3)ccc21	i	i	i	i	i	i	i	i	i	i	i
